Source: PubChem
INS promoter inh = inhibitors of insulin promoter-driven GFP, primary screen, imaging, TRM-6 cells (human fetal islet line), eGFP reporter, cell count; inhibition, % at 2 µM; 0.9% of 130,000 active; reporter expression induced with tamoxifen;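 active means inhibition above the mean plus 3 SD, with well images judged a real hit on visual review, cut at about 60% in these data, passing the limit was not always enough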
sdo1 growth = growth rescue of sdo1-depleted yeast, primary screen, S. cerevisiae, bone marrow failure model | AID 817, 2007 | z-score at 10 µM | S. cerevisiae sdo1-depleted JHY4D growth rescue, OD600 30 h; active compounds read high; pdr5 snq2 efflux-pump mutant strain | 0.21% of 140,000 active;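 active means z-score above 3 at both the 24 hr and the 30 hr optical density reads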;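 further: z-score against mean and SD of all compound wells on the same plate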
sdo1 growth Rescue 24 h = further read-out of sdo1 growth, marked with its call; z-score; S. cerevisiae sdo1-depleted JHY4D growth rescue, OD600; measured here: growth rescue at 24 h;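 0 is the plate mean of compound wells and units are plate SD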
* hit, by the source's call; . = not tested or not shown; [ ] = another dose, or the depositor's remark.

Structure | INS promoter inh | sdo1 growth | sdo1 growth Rescue 24 h
CSc1ccc(CN(C)CC(=O)Nc2ccc(C)cc2Br)cc1 | -50 | -0.54 | -0.33
CCOC(=O)N1CCC(NC(=O)c2ccc3snnc3c2)CC1 | . | 1.7 | 2.2
O=C(NC(=S)N1CCCc2ccccc21)c1ccc(Cl)cc1 | -22 | 0.15 | 0.5
COC(=O)C1=C(C)NC(=S)NC1c1ccc(-c2ccccc2C(=O)OC)o1 (stereo unspecified) | -429 | . | .
CCCCOc1ccc(NC(=O)[C@@H]2CCCN2C(=O)C2CCN(S(=O)(=O)c3ccc(C)cc3)CC2)cc1 | -50 | -0.78 | -0.62
Cc1ccc(S(=O)(=O)Nc2ccc(-c3nc4cc(NS(=O)(=O)c5ccc(C)cc5)ccc4o3)cc2)cc1 | -11 | -0.24 | -0.69
Cc1nnc(NC(=O)CC(NC(=O)C(F)(F)F)c2ccccc2)s1 (stereo unspecified) | . | 0.82 | 0.37
Cc1nn(C)c(N)c1-c1ccccc1 | 0 | . | .
O=C(O)c1cc2n(n1)C(C(F)(F)F)CC(c1ccccc1)N2 (stereo unspecified) | . | 0.16 | 0.68
Cc1ccccc1-n1c(SCC(=O)c2c(N)n(C)c(=O)n(C)c2=O)nnc1-c1cccnc1 | -23 | -0.57 | -0.24
O=C(CSc1nnc(-c2csc3c2CCCC3)o1)Nc1ccccc1 | . | -0.73 | -0.83
CCn1c2ccccc2c2cc(NC(=O)Cc3ccc(S(=O)(=O)N4CCOCC4)s3)ccc21 | -3 | -1.1 | -0.36
CC1CCCCC1NC(=O)c1nnc(Cc2ccc(Cl)cc2)o1 (stereo unspecified) | -10 | -0.69 | -0.42
CCOC(=O)CSc1ccc(S(=O)(=O)N2CCC(C)CC2)cc1[N+](=O)[O-] | -17 | -0.53 | 1.5
CC(=O)c1c(C)[nH]c(C(=O)Nc2ccc(Cl)c(S(=O)(=O)N3CCOCC3)c2)c1C | -129 | 0.27 | -0.3
O=C(CO/N=C/c1ccccc1)N1c2ccccc2Oc2ccccc21 | 56 | -0.86 | -0.53
COc1ccc(CCNC(=O)Cn2c(=O)n(-c3ccc(F)cc3)c(=O)c3sccc32)cc1OC | -7 | . | .
Cc1oc2c(CN3CCCC3)c(O)ccc2c(=O)c1-c1ccc(Br)cc1 | -15 | -0.79 | -0.94
CCOC(=O)/C(C#N)=C/c1ccc(-c2ccsc2C(=O)OC)o1 | -26 | 0.01 | 1.8
COc1cc(OC)c(C(=O)NC2CC(C)(C)NC(C)(C)C2)cc1OC | 69 | 0.3 | -0.58
CCCNS(=O)(=O)c1ccc(CCC(=O)Nc2ccc3c(c2)OCCO3)cc1 | -17 | 0.01 | -0.05
CSc1cc(-c2ccccc2)n(Cc2ccc(Cl)cc2Cl)c(=O)c1C#N | -25 | -0.32 | 0.48
CCOc1ccccc1-n1c(SCC(=O)NCc2ccco2)nnc1-c1ccncc1 | -87 | -0.28 | 0
CC(=O)c1c(C)oc2ccc(N(C(=O)C3CCCCC3)S(=O)(=O)c3cc([N+](=O)[O-])ccc3C)cc12 | . | 0.01 | -0.21
N#CC1=C(N)Oc2n[nH]c(-c3cccs3)c2C1C1CCCCC1 (stereo unspecified) | -110 | 0.44 | 0.51
COc1ccc(S(=O)(=O)N(C)CC(=O)N2CCOCC2)cc1Cl | -462 | -0.66 | -1.3
Cc1cc(C)n2nc(SCc3nc4ccccc4[nH]3)nc2n1 | . | 0.78 | -0.03
COc1cc(CO)c(Br)cc1OCC(N)=O | 64 | . | .
COCc1cc(C(C)=O)ccc1OC | 31 | -0.34 | -0.89
Clc1cccc(CSC2=NCCCN2)c1 | -217 | 0.05 | -0.35

Looked up above:
COc1ccc(CCNC(=O)Cn2c(=O)n(-c3ccc(F)cc3)c(=O)c3sccc32)cc1OC @ INS promoter inh = -7
COc1cc(OC)c(C(=O)NC2CC(C)(C)NC(C)(C)C2)cc1OC @ INS promoter inh = 69
O=C(CO/N=C/c1ccccc1)N1c2ccccc2Oc2ccccc21 @ sdo1 growth = -0.86
Cc1nn(C)c(N)c1-c1ccccc1 @ INS promoter inh = 0
CCn1c2ccccc2c2cc(NC(=O)Cc3ccc(S(=O)(=O)N4CCOCC4)s3)ccc21 @ INS promoter inh = -3

Back to the main list with the 3 entries that preceded the break.
Structure | INS promoter inh | sdo1 growth | sdo1 growth Rescue 24 h
COc1cc(CO)c(Br)cc1OCC(N)=O | 64 | . | .
COCc1cc(C(C)=O)ccc1OC | 31 | -0.34 | -0.89
Clc1cccc(CSC2=NCCCN2)c1 | -217 | 0.05 | -0.35
CC(C)CC[n+]1ccn(C2=C([O-])c3ccccc3C(=O)/C2=N\S(=O)(=O)c2ccccc2)c1 | 9 | -0.03 | -0.99
COc1cc(C#N)ccc1OCC(=O)NCc1cccs1 | -51 | . | .
CCc1ccccc1OCC(=O)Nc1nc(-c2cccnc2)cs1 | 20 | . | .
O=C(/C=C/c1ccccc1)N1CCN(c2ccc([N+](=O)[O-])c(N3CCOCC3)c2)CC1 | 10 | -0.21 | -1
CCOC(=O)c1c(NC(=O)CN2C(=O)NC3(CCC(CC)CC3)C2=O)sc(C)c1-c1ccc(C)cc1 (stereo unspecified) | 32 | -0.93 | -0.34
COc1ccc(-n2cnc3c(sc4nccc(N(C)C)c43)c2=O)cc1 | 73 | -0.4 | -0.37
CCNCC(=O)N1c2ccccc2CCc2ccc(NC(C)=O)cc21 | -33 | 1 | 0.41
O=C(Oc1ccc(Cl)c2cccnc12)C12CC3CC(CC(C3)C1)C2 | . | -0.6 | -0.19
COc1ccc(OC)c2c(C)cc(N3CCCN(C)CC3)nc12 | -67 | 0.6 | 0.29
CC1Cc2ccccc2N1C(=O)CSCC(=O)O (stereo unspecified) | . | 0.09 | -0.24
CC(C(=O)NC1CCCc2ccccc21)N1CCN(Cc2ccc3c(c2)OCO3)CC1 (stereo unspecified) | 6 | -0.15 | 0.32
Cc1cccc(C)c1Nc1nnc(SCC(=O)NCc2ccco2)s1 | -7 | -0.08 | -0.01
O=C(COc1ccc(Cl)cc1)NCc1nnc(SCC(=O)Nc2ccc3c(c2)OCCO3)o1 | 32 | -0.1 | -0.4
Cc1cccc2cc(CN(CCN3CCOCC3)C(=O)NCc3ccccc3)c(=O)[nH]c12 | 14 | 0.85 | 0.91
Cn1c2c(c(=O)n(C)c1=O)C(c1cc3c(cc1Br)OCO3)CC(=O)N2 (stereo unspecified) | . | 1.4 | 0.7
COc1ccc(S(=O)(=O)CCC(=O)NCCc2ccc(S(N)(=O)=O)cc2)cc1 | . | 0.41 | 0.17
Cc1cc(O)c(C(C)C)cc1NC(=O)Cn1nc(C)c2ccccc2c1=O | . | 0.71 | 0.28
CN(C)c1ccc(C(=S)N2CCCCCC2)cc1 | 48 | 0.34 | 0.28
COc1ccc(N=CC2=C(O)CC(c3ccccc3)CC2=O)c(OC)c1 (stereo unspecified) | -49 | -0.31 | 0.2
O=C(Nc1ccc(N2CCN(C(=O)c3ccco3)CC2)cc1)c1ccccc1 | 52 | . | .
c1csc(CNc2ncnc3nc[nH]c23)c1 | . | 1.5 | 1.5
O=C(/C=C/c1ccc2c(c1)OCO2)N1CCOCC1 | . | 0.96 | 0.91
O=C(c1ccc2nccnc2c1)N1CCN(Cc2ccc3c(c2)OCO3)CC1 | 31 | 0.84 | 0.11
CC(C)COP(=O)(OCC(C)C)C(O)c1ccccc1F (stereo unspecified) | . | 0.8[12.1 µM] | 0.3
CC(OC(=O)c1ccccc1NS(=O)(=O)c1cccc(N)c1)C(=O)N(C)Cc1ccccc1 (stereo unspecified) | -53 | -0.32 | -0.7
COc1ccccc1N(CC(=O)NC(C)(C)C)C(=O)c1ccc(Cl)nc1 | 7 | . | .
CC(=O)N1CN(C2CCS(=O)(=O)C2)Cc2c1sc1c2CCCC1 (stereo unspecified) | . | 0.32 | 0.13
CC(C)(C)NC(=O)Cn1nnc(-c2cccs2)n1 | -33 | 0.7 | -0.05
COC(=O)CNC(=O)COC(=O)/C=C/c1ccc2ccccc2n1 | -12 | . | .
Cc1csc2ncc(C(=O)N3CCCc4ccccc43)c(=O)n12 | . | -0.43 | -0.31
COc1ccccc1C1C(C#N)=C(N)Oc2c1c(-c1ccccc1)nn2-c1ccccc1 (stereo unspecified) | . | 0.27 | -0.2
CC(=O)c1ccc(Sc2ccccc2)cc1 | -22 | 0.44 | -0.41
O=C(NCc1ccccc1F)c1ccc2c(c1)OCO2 | -23 | 0.08 | 0.16
Cc1ccc(OC(=O)COc2ccccc2)c(-n2nc3ccccc3n2)c1 | 57 | -0.88 | -0.8
Cc1ccc(SCc2ccc(C(=O)NCc3cccnc3)cc2)cc1 | 37 | -0.53 | -0.65
CCC(C(=O)OC)n1cnc2c(cnn2-c2ccc(Cl)cc2)c1=O (stereo unspecified) | . | 0.95 | 0.16
CCOc1ccccc1C(=O)N(C)Cc1cc2cc(OC)ccc2[nH]c1=O | . | 0.74 | 0.91
COc1ccccc1OCC(=O)c1[nH]c(C)c(C(C)=O)c1C | 12 | -0.75 | -1.2
O=S(=O)(c1cccc(F)c1)N1CCN(C(=S)NCc2ccccc2)CC1 | -59 | . | .
Cn1c(SCC(=O)NCC2CCCO2)nnc1-c1c[nH]c2ccccc12 (stereo unspecified) | . | 0.63 | 0.37
O=C(NCCN1CCOCC1)c1ccc2c(c1)N(Cc1cccc(F)c1)C(=O)c1ccccc1S2 | 30 | . | .
CCS(=O)(=O)N1CCC(C(=O)NCc2ccc3c(c2)OCO3)CC1 | 36 | . | .
O=C(CCN1C(=O)c2ccccc2C1=O)N1CCN(Cc2ccccc2)CC1 | -34 | 0.45 | -0.16
Cc1nnc(NC(=O)c2c(-c3ccccc3Cl)noc2C)s1 | 12 | . | .
O=C(Cc1ccccc1)Nc1cccc(NC(=O)c2cccs2)c1 | -20 | . | .
CC(C)=CCCC(C)CN(C)CCc1ccccn1 (stereo unspecified) | . | 0.46 | -0.25
[O-][n+]1c2ccc3nonc3c2nn1-c1ccccc1Cl | 27 | -0.04 | -0.19
CC(C)CCCC(C)NS(=O)(=O)Cc1ccccc1 (stereo unspecified) | -37 | -0.07 | -0.98
Cc1ccc(-n2nnnc2-c2ccco2)cc1 | 0 | 0.78 | 0.53
CCOC(=O)c1ccc(NC(=O)CSc2nnc(-c3cccs3)n2C)cc1 | -91 | -0.23 | -0.19
O=C(Nc1cccnc1Cl)c1noc2c1CCc1ccccc1-2 | -33 | . | .
COc1ccc(C(=O)N/N=C/c2ccc(OC)c(CN3CCCc4ccccc43)c2)cc1 | 31 | -0.02 | 0.22
O=C(Nc1ccc2nc3n(c(=O)c2c1)CCCCC3)c1ccccn1 | . | 1.6 | 1.3
Cc1ccc2c(Cl)cc(Cl)c(OCC(=O)OCC(=O)Nc3ccc(C#N)cc3)c2n1 | -41 | -0.12 | -0.4
CCc1ccc(OCC(=O)NCCN(C)C)c(Br)c1 | -21 | -0.12 | -0.57
Cc1ccc2nc(-c3cccc(N)c3)oc2c1 | . | -0.08 | 0.01
O=C(Cc1cn2ccsc2n1)NCCc1ccc(F)cc1 | -22 | 0.13 | -0.23
Cc1ccc(C)c2[nH]c(=O)c(CN(Cc3nnnn3C3CCCCC3)CC3CCCO3)cc12 (stereo unspecified) | . | -1.4 | -0.78
O=C(O)c1cc(-c2cccnc2)nc2ccc(Br)cc12 | 6 | . | .
Cc1ccc(C(=O)Nc2nc3c(s2)CCCC3)o1 | 18 | -0.09 | -0.74

Only sdo1 growth and sdo1 growth Rescue 24 h (two entries from above):
| structure | sdo1 growth | sdo1 growth Rescue 24 h |
| --- | --- | --- |
| O=C(Nc1ccc2nc3n(c(=O)c2c1)CCCCC3)c1ccccn1 | 1.6 | 1.3 |
| Cc1ccc2c(Cl)cc(Cl)c(OCC(=O)OCC(=O)Nc3ccc(C#N)cc3)c2n1 | -0.12 | -0.4 |

Next section:
Structure | INS promoter inh | sdo1 growth | sdo1 growth Rescue 24 h
COc1cc2c3nnc(-c4ccc(F)cc4)c-3cn(Cc3ccccc3)c2cc1OC | . | 0.75 | 0.05
O=C(O)CSCC(=O)Nc1ccccc1 | 50 | . | .
CC(C)NC(=O)c1nn(C)c2ccccc12 | 25 | 0.65 | 0.47
Fc1ccc(N2Cc3ccsc3C=N2)cc1 | -47 | . | .
COc1ccc(CNC(=O)COC(=O)c2n[nH]c3ccccc23)cc1 | 0 | 0.57 | 0.42
Nc1c(C(=O)c2ccccc2)sc(Nc2ccccc2)c1S(=O)(=O)c1ccccc1 | 28 | -1.1 | -0.92
CCOC(=O)c1c(C)n(CC(O)CN(C)C)c2cc(Br)c(OC)cc12 (stereo unspecified) | -41 | . | .
CCN(CC)C(=O)CSc1nnc(-c2ccco2)n1N | -26 | 0.27 | 0.03
O=C(/C(=N\Nc1ccc([N+](=O)[O-])cc1)Sc1nnnn1-c1ccccc1)c1ccccc1 | -3 | -0.18 | -0.17
COC(=O)c1sccc1NC(=O)c1csc(C)c1 | 40 | -1.8 | -1.4
O=C1c2ccncc2C(=O)N1c1cccc(Cl)c1 | 50 | . | .
C=C(C)c1cccc(C(C)(C)NC(=O)NCC2CCCO2)c1 (stereo unspecified) | . | 0.38 | 0.55
Cc1cc(C(=O)CSc2n[nH]c(N)n2)c(C)n1-c1ccc2c(c1)OCO2 | -24 | 0.47 | 0.07
CN(Cc1cccs1)S(=O)(=O)c1cccs1 | 18 | -0.02 | -0.29
Cc1ccc(CN2C(=O)CCC2(C)C(=O)NCc2cccnc2)cc1 (stereo unspecified) | . | -0.02 | 0.06
COc1ccc(-c2cc(-c3ccccc3)c(C#N)c(=S)[nH]2)cc1 | -26 | . | .
C=CCN(Cc1nc(-c2ccc(OC)c(OC)c2)oc1C)C1CCS(=O)(=O)C1 (stereo unspecified) | 7 | . | .
O=C(COc1cccc(NC(=O)c2ccccc2)c1)c1ccc(F)cc1 | 15 | -1 | -0.94
Cc1ccc(NC(=S)NCCc2ccc(S(N)(=O)=O)cc2)c(C)c1 | 52 | . | .
NC(=O)C1CCN(C(=O)CSc2nc3c(c(-c4ccccc4)n2)CCCC3)CC1 | -300 | 0.37 | 0.2
